BioA inh: blocks M. tuberculosis BioA enzyme activity. 0.096% of 360,000 active. AID 602481. purified M. tuberculosis BioA enzyme, plate reader. inhibition, % at 9.99 µM; in the data active = inhibition above about 40%
An asterisk follows results filed as active. This is a subset. The share of hits here may be higher or lower than overall.

Results for C[C@@H]1CN([C@@H](C)CO)C(=O)Cc2cc(NC(=O)c3ccncc3)ccc2O[C@H]1CN(C)C ?
BioA inh: -3.0

How did C[C@H]1CN([C@@H](C)CO)C(=O)CCCn2cc(nn2)CO[C@@H]1CN(C)Cc1cccnc1 do in these assays?
BioA inh: -1.1

What do the screens show for `COCC(=O)Nc1ccc2c(c1)C(=O)N(C)C[C@H](OC)[C@@H](C)CN(C)[C@@H](C)CO2`?
BioA inh: 3.1

How did CCCN(C)C[C@@H]1Oc2cc(C#CCc3ccccc3)ccc2S(=O)(=O)N([C@H](C)CO)C[C@@H]1C do in these assays?
BioA inh: -0.5

How did CC(=O)N(C)C[C@H]1Oc2ncc(-c3ccc(F)cc3)cc2C(=O)N([C@@H](C)CO)C[C@@H]1C do in these assays?
BioA inh: -2.1

How did O=C(C[C@@H]1C[C@H]2c3cc(NC(=O)Nc4ccccc4F)ccc3O[C@H]2[C@@H](CO)O1)NCc1ccccn1 do in these assays?
BioA inh: 0.7

What do the screens show for `Cc1noc(C)c1S(=O)(=O)Nc1ccc2c(c1)C(=O)N([C@H](C)CO)C[C@H](C)[C@@H](CN(C)C(=O)Nc1cccc3ccccc13)OCCCC[C@@H](C)O2`?
BioA inh: -0.3

How did O=C(C[C@@H]1CC[C@H](NC(=O)c2ccc3c(c2)OCO3)[C@H](CO)O1)NCc1ccc(F)cc1 do in these assays?
BioA inh: -2.2

What do the screens show for `C[C@H]1CN([C@@H](C)CO)C(=O)c2cccc(NS(=O)(=O)c3ccc(F)cc3)c2O[C@H]1CN(C)S(=O)(=O)c1ccc(F)cc1`?
BioA inh: -1.0

Results for COc1cccc(NC(=O)N[C@H]2CC[C@H](CC(=O)NCc3ccncn3)O[C@@H]2CO)c1 ?
BioA inh: -3.2

Results for CCC(=O)N(C)C[C@H]1Oc2cc(C#CCN(C)C)ccc2S(=O)(=O)N([C@H](C)CO)C[C@@H]1C ?
BioA inh: -0.8

Results for C/C=C/c1ccc([C@@H]2[C@@H](CO)N[C@@H]2CN(C(=O)C2CCCC2)C(C)C)cc1 ?
BioA inh: -0.4

Retrieved by compound from above:
How did O=C(C[C@@H]1C[C@H]2c3cc(NC(=O)Nc4ccccc4F)ccc3O[C@H]2[C@@H](CO)O1)NCc1ccccn1 do in these assays?
BioA inh: 0.7

How did C[C@H]1CN([C@@H](C)CO)C(=O)CCCn2cc(nn2)CO[C@@H]1CN(C)Cc1cccnc1 do in these assays?
BioA inh: -1.1

Results for C/C=C/c1ccc([C@@H]2[C@@H](CO)N[C@@H]2CN(C(=O)C2CCCC2)C(C)C)cc1 ?
BioA inh: -0.4

How did CC(=O)N(C)C[C@H]1Oc2ncc(-c3ccc(F)cc3)cc2C(=O)N([C@@H](C)CO)C[C@@H]1C do in these assays?
BioA inh: -2.1

What do the screens show for `COCC(=O)Nc1ccc2c(c1)C(=O)N(C)C[C@H](OC)[C@@H](C)CN(C)[C@@H](C)CO2`?
BioA inh: 3.1

How did CCCN(C)C[C@@H]1Oc2cc(C#CCc3ccccc3)ccc2S(=O)(=O)N([C@H](C)CO)C[C@@H]1C do in these assays?
BioA inh: -0.5

(list continues)
What do the screens show for `CO[C@@H]1CN(C)C(=O)c2ccc(NC(=O)C3CCCCC3)cc2OC[C@H](C)N(C(=O)c2ccccc2)C[C@@H]1C`?
BioA inh: -0.7

Results for Cc1ccc(S(=O)(=O)N[C@@H]2C=C[C@@H](CC(=O)N3CCc4ccccc4C3)O[C@@H]2CO)cc1 ?
BioA inh: -2.1

How did COc1cccc(-c2ccc3c(c2)[C@@H]2[C@@H](CCN2C(=O)c2ccccc2F)[C@@H](CO)N3C)c1 do in these assays?
BioA inh: 3.0

How did CC(C)NC(=O)N(C)C[C@@H]1Oc2ncc(-c3cc4ccccc4o3)cc2C(=O)N([C@H](C)CO)C[C@@H]1C do in these assays?
BioA inh: 0.4

What do the screens show for `Cc1cccc(S(=O)(=O)N2C[C@@H](O)COC[C@@H]3O[C@H](CC(=O)Nc4ccccc4)CC[C@H]32)c1`?
BioA inh: -5.2

How did CCNC(=O)[C@@H]1[C@@H](CO)[C@@H]2Cn3c(ccc(C4=CCCCC4)c3=O)[C@H]1N2Cc1ccncc1 do in these assays?
BioA inh: -0.6

How did O=C(N[C@H]1CC[C@H](CCNC(=O)C2CCCCC2)O[C@H]1CO)c1ccncc1 do in these assays?
BioA inh: -4.4

What do the screens show for `CO[C@@H]1CN(C)C(=O)c2cc(NS(=O)(=O)c3ccccc3)ccc2OC[C@@H](C)N(C)C[C@@H]1C`?
BioA inh: -2.4

How did C[C@@H]1CCCCO[C@@H](CN(C)C(=O)Nc2ccc(C(F)(F)F)cc2)[C@@H](C)CN([C@H](C)CO)C(=O)c2cc(NC(=O)c3ccccc3)ccc2O1 do in these assays?
BioA inh: -3.9

What do the screens show for `O=S(=O)(c1cccs1)N1CCCCN2[C@H](CO)[C@H](c3ccc(-c4ccccc4)cc3)[C@@H]2C1`?
BioA inh: 0.0

Results for CCS(=O)(=O)N[C@H]1CC[C@@H](CC(=O)NCc2ccc(F)cc2)O[C@@H]1CO ?
BioA inh: -3.4

What do the screens show for `CNC(=O)C[C@H]1CC[C@H]2[C@@H](COC[C@H](O)CN2Cc2ccccc2F)O1`?
BioA inh: -2.6

Among those listed so far, these have two or more sulfur atoms.
What do the screens show for `C[C@H]1CN([C@@H](C)CO)C(=O)c2cccc(NS(=O)(=O)c3ccc(F)cc3)c2O[C@H]1CN(C)S(=O)(=O)c1ccc(F)cc1`?
BioA inh: -1.0

What do the screens show for `O=S(=O)(c1cccs1)N1CCCCN2[C@H](CO)[C@H](c3ccc(-c4ccccc4)cc3)[C@@H]2C1`?
BioA inh: 0.0

(next part)
What do the screens show for `Cc1noc(C)c1NC(=O)Nc1cccc2c1O[C@@H](CN(C)Cc1ccncc1)[C@H](C)CN([C@H](C)CO)C2=O`?
BioA inh: -3.1

What do the screens show for `CC(=O)NC[C@@H]1[C@@H](c2ccc(-c3ccccc3F)cc2)[C@H](CO)N1C(=O)C1CC1`?
BioA inh: 0.4

Results for CO[C@H]1CC[C@@H]2CCOc3c(C#N)cccc3C(=O)N(C)[C@@H](C)C(=O)N(C)C[C@H]1O2 ?
BioA inh: -1.0

Results for CC(C)NC(=O)N(C)C[C@@H]1Oc2cc(-c3ccccc3)ccc2S(=O)(=O)N([C@@H](C)CO)C[C@@H]1C ?
BioA inh: -2.7

Results for O=C(C[C@@H]1CC[C@H]2[C@@H](COC[C@@H](O)CN2Cc2cc(F)cc(F)c2)O1)NC1CCC1 ?
BioA inh: -0.2

Results for C[C@@H]1CN([C@H](C)CO)C(=O)Cc2cc(NC(=O)NC3CCCCC3)ccc2O[C@@H]1CN(C)C(=O)Nc1ccc(F)cc1 ?
BioA inh: -1.0

What do the screens show for `Cc1ccc(-c2cnc3c(c2)C(=O)N([C@@H](C)CO)C[C@H](C)[C@@H](CN(C)C(=O)c2ccc(F)cc2)O3)cc1`?
BioA inh: 2.2

How did CCCNC(=O)[C@H]1[C@H](CO)[C@H]2Cn3c(ccc(-c4ccc(F)cc4)c3=O)[C@@H]1N2C(=O)NC(C)C do in these assays?
BioA inh: 0.5

Results for C[C@H]1CN([C@@H](C)CO)C(=O)c2cc(Br)cnc2O[C@@H]1CN(C)C(=O)c1ccccc1 ?
BioA inh: 16

Results for O=C(C[C@H]1C=C[C@H](NC(=O)C2CCC2)[C@@H](CO)O1)NC1CCCCC1 ?
BioA inh: -1.1

Results for CCS(=O)(=O)NCC[C@H]1CC[C@H](NC(=O)Nc2ccccc2)[C@@H](CO)O1 ?
BioA inh: -0.4

What do the screens show for `CCCNC(=O)N[C@H]1C=C[C@@H](CC(=O)NC2CCC2)O[C@H]1CO`?
BioA inh: -1.0

Results for C[C@H]1CN([C@@H](C)CO)C(=O)Cc2cc(NS(=O)(=O)c3cn(C)cn3)ccc2O[C@H]1CN(C)Cc1ccc2c(c1)OCO2 ?
BioA inh: 3.2

What do the screens show for `COc1ccc(NC(=O)Nc2ccc3c(c2)[C@@H]2C[C@@H](CC(=O)N4CCN(C)CC4)O[C@H](CO)[C@@H]2O3)cc1`?
BioA inh: -0.1

Results for COc1ccc(S(=O)(=O)Nc2cccc3c2O[C@@H](CN(C)C)[C@@H](C)CN([C@H](C)CO)C3=O)cc1 ?
BioA inh: -2.5

Results for COC(=O)C[C@H]1CC[C@@H]2[C@H](COc3ccc(NC(=O)Cc4cccs4)cc3C(=O)N2C)O1 ?
BioA inh: 1.7

Results for CCCC#Cc1ccc2c(c1)O[C@@H](CN(C)C(=O)c1cccnc1)[C@@H](C)CN([C@H](C)CO)S2(=O)=O ?
BioA inh: 0.9

Results for C[C@@H]1CN([C@H](C)CO)C(=O)c2cccc(NC(=O)Nc3ccc(C(F)(F)F)cc3)c2O[C@@H]1CN(C)CC1CC1 ?
BioA inh: 1.6

How did CCCNC(=O)N1C[C@H](O)COC[C@H]2O[C@@H](CC(=O)N[C@H]3CCN(Cc4ccccc4)C3)CC[C@@H]21 do in these assays?
BioA inh: -1.3

Results for CC(=O)N1CC[C@@H]2[C@@H](CO)N(C)c3ccc(-c4cccc(F)c4)cc3[C@@H]21 ?
BioA inh: 56*

Results for Cc1noc(C)c1S(=O)(=O)N(C)C[C@H]1OCCCC[C@H](C)Oc2ccc(NC(=O)C3CCCCC3)cc2C(=O)N([C@@H](C)CO)C[C@H]1C ?
BioA inh: -1.1

What do the screens show for `O=C(C[C@@H]1CC[C@@H]2[C@H](COC[C@@H](O)CN2C(=O)c2cnccn2)O1)NCc1ccccc1`?
BioA inh: -1.7

Results for C[C@@H]1CN([C@H](C)CO)C(=O)c2cc(NC(=O)Nc3ccc(C(F)(F)F)cc3)ccc2O[C@@H](C)CCCCO[C@H]1CN(C)S(C)(=O)=O ?
BioA inh: 1.3

Results for Cc1noc(C)c1S(=O)(=O)N(C)C[C@@H]1OCCCC[C@H](C)Oc2ccc(NC(=O)Nc3ccc(F)cc3)cc2C(=O)N([C@H](C)CO)C[C@@H]1C ?
BioA inh: -1.4

How did CN1c2ccc(Br)cc2[C@@H]2[C@@H](CCN2C(=O)Nc2cccc(F)c2)[C@H]1CO do in these assays?
BioA inh: 9.7

Results for C[C@H](CO)N1C[C@H](C)[C@H](CN(C)S(=O)(=O)c2cn(C)cn2)Oc2cc(C3=CCCC3)ccc2S1(=O)=O ?
BioA inh: 3.5

How did CCN1[C@H](C(=O)NCCc2cn(C)cn2)[C@@H](CO)[C@@H]2Cn3c(ccc(-c4cccnc4)c3=O)[C@@H]21 do in these assays?
BioA inh: 1.2

What do the screens show for `CCCC#Cc1ccc([C@H]2[C@@H](CO)N3CCCCN(Cc4cccnc4)C[C@@H]23)cc1`?
BioA inh: 4.1

How did C[C@@H]1CN([C@H](C)CO)C(=O)CCCn2nncc2CO[C@@H]1CN(C)Cc1ccc2c(c1)OCO2 do in these assays?
BioA inh: -0.7

What do the screens show for `C[C@@H]1CCCCO[C@H](CN(C)C)[C@H](C)CN([C@H](C)CO)C(=O)c2cc(NC(=O)c3ccccc3)ccc2O1`?
BioA inh: 2.7

How did C[C@@H]1CCCCO[C@@H](CN(C)C(=O)Nc2ccc3c(c2)OCO3)[C@H](C)CN([C@H](C)CO)C(=O)c2cc(NS(=O)(=O)c3ccccc3)ccc2O1 do in these assays?
BioA inh: -2.3

How did C[C@H]1CN([C@@H](C)CO)C(=O)c2ccccc2-c2ccccc2CO[C@H]1CN(C)S(=O)(=O)c1ccsc1 do in these assays?
BioA inh: -0.9

How did O=C(C1=C[C@H](c2ccc(C(F)(F)F)cc2)C[C@H](OCCCCO)O1)N1CCCCCCC1 do in these assays?
BioA inh: 0.2

How did O=C(NCc1nc2ccccc2[nH]1)C1=C[C@@H](c2ccc3c(c2)OCO3)C[C@@H](OCc2ccc(CO)cc2)O1 do in these assays?
BioA inh: 1.6

How did C[C@@H]1CN([C@H](C)CO)S(=O)(=O)c2ccc(-c3ccccc3)cc2O[C@@H]1CN(C)Cc1cncnc1 do in these assays?
BioA inh: 4.4

Results for COc1ccc(CN(C)C[C@H]2OCCCC[C@H](C)Oc3ccc(NS(=O)(=O)c4cn(C)cn4)cc3C(=O)N([C@@H](C)CO)C[C@H]2C)cc1 ?
BioA inh: 1.3

The last 2 records of the section above open the next one.
How did C[C@@H]1CN([C@H](C)CO)S(=O)(=O)c2ccc(-c3ccccc3)cc2O[C@@H]1CN(C)Cc1cncnc1 do in these assays?
BioA inh: 4.4

Results for COc1ccc(CN(C)C[C@H]2OCCCC[C@H](C)Oc3ccc(NS(=O)(=O)c4cn(C)cn4)cc3C(=O)N([C@@H](C)CO)C[C@H]2C)cc1 ?
BioA inh: 1.3

Results for C[C@H]1CN([C@@H](C)CO)C(=O)c2cc(C#CC3CCCCC3)cnc2O[C@H]1CN(C)Cc1ccncc1 ?
BioA inh: -0.7

What do the screens show for `C[C@@H](NC(=O)C[C@@H]1C=C[C@H](NC(=O)c2cccnc2)[C@@H](CO)O1)c1ccccc1`?
BioA inh: -4.8

Results for COc1ccc(NC(=O)N[C@@H]2CC[C@@H](CCNC(=O)Cc3ccncc3)O[C@@H]2CO)cc1 ?
BioA inh: -1.4

What do the screens show for `CC(C)CC#Cc1ccc2c(c1)O[C@H](CN(C)C(=O)Cc1ccccn1)[C@@H](C)CN([C@H](C)CO)S2(=O)=O`?
BioA inh: 0.7

Results for COc1cccc(S(=O)(=O)N(C)C[C@H]2Oc3cc(C4=CCCC4)ccc3S(=O)(=O)N([C@H](C)CO)C[C@H]2C)c1 ?
BioA inh: 2.7

How did CO[C@H]1CN(C)C(=O)c2cc(NC(=O)C3CCCCC3)ccc2OC[C@@H](C)N(Cc2cccnc2)C[C@H]1C do in these assays?
BioA inh: 1.2

How did C[C@@H]1CN([C@H](C)CO)C(=O)c2cc(NS(=O)(=O)c3cccs3)ccc2O[C@@H]1CN(C)Cc1ccc(Oc2ccccc2)cc1 do in these assays?
BioA inh: 0.0

How did C[C@H](CO)N1C[C@H](C)[C@@H](CN(C)S(=O)(=O)c2cccs2)Oc2ccc(NS(C)(=O)=O)cc2CC1=O do in these assays?
BioA inh: -0.8

Bioassay records deposited in PubChem by Broad Institute.
